# Dynein transport – blocks dynein driven cargo transport along microtubules; z-score, hits read low; 220,000 tested, 0.47% active; 3617.4 mouse cells, GR-EGFP nuclear translocation imaging; test concentration mostly 20 µM; stimulated with dexamethasone, 1 µM; active compounds read low;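 active = plate z-score of nuclear minus cytoplasmic receptor signal below a set negative limit, without overly bright fluorescence or cell loss, cut at about -3.5 in these data, passing the limit was not always enough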;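 note: z-score of nuclear minus cytoplasmic ring GR-EGFP intensity difference per well; some compounds called inactive have numbers as strong as hits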
#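 Also added – dexamethasone, 1.0 µM final · Buffer or medium – tet-free, stripped-serum medium · Schedule – induction 48 h, compound 1 h, agonist 30 min · Detection – formaldehyde fixation, Hoechst nuclear stain, 10x automated fluorescence imaging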
# M17LAP inhibition – P. falciparum M17LAP inhibitors, primary screen, biochemical, fluorogenic H-Leu-NHMec substrate, 1536-well (AID 1619); 220,000 tested, 0.38% active; inhibition, % at 30 µM, or IC50 in µM where a hit was titrated; recombinant M17LAP, H-Leu-NHMec fluorogenic kinetic assay; higher % means a stronger effect;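 active = compound inhibiting the enzyme by more than half at any dose during confirmatory dose-response retesting; inconclusive = strong single-dose inhibitors picked by rank but not retested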;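 note: plate controls were full reaction with DMSO carrier for no effect and no enzyme background for full effect; strong numbers were not always called active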
# KOR beta-arrestin-1 – KOR antagonists, beta-arrestin recruitment, cell-based, luminescence, uHTS (AID 1778) | inhibition, % at 10 µM; hits with a dose series show IC50 in µM | 290,000 tested, 0.091% active | KOR beta-arrestin recruitment, luminescence, antagonist mode; higher % means a stronger effect; note: strong numbers were not always called active
# AID2073 – inhibitors of Mint1-CaV2.2 protein interaction, biochemical, HTRF (AID 2073); inhibition, % at 20 µM; hits with a dose series show IC50 in µM; HTRF protein-protein interaction, Mint1-CaV2.2; higher % means a stronger effect; 290,000 tested, 0.19% active; in the data active = inhibition mostly above about 51%, no sharp cut-off; inconclusive = no clear call, values can overlap the other calls; inactive = mostly below about 53%; note: some results filed as inactive read as strong as hits
# KOR beta-arrestin-2 – KOR agonists, beta-arrestin recruitment, primary screen, cell-based, luminescence, uHTS (AID 1777); KOR beta-arrestin recruitment, luminescence; higher % means a stronger effect; activation, % at 10 µM, or EC50 in µM where a hit was titrated; 280,000 tested, 0.02% active; in the data active = activation above about 50%, passing the limit was not always enough; note: a part of the inactive calls stands beside numbers as strong as those of hits
# GPR55 beta-arrestin – GPR55 agonists via beta-arrestin recruitment, primary screen, imaging, U2OS cells, beta-arrestin-GFP redistribution (AID 1961); U2OS GPR55 beta-arrestin-GFP redistribution imaging; higher % means a stronger effect; activation, % at 10 µM, or EC50 in µM where a hit was titrated; 290,000 tested, 0.048% active;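 active = activation above 40% with more than 50 cells counted in the well; inconclusive = wells holding fewer than 50 cells, flagged as toxic or sparse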;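 note: U2OS osteosarcoma cells stably expressing GPR55 and beta-arrestin-GFP; plate controls were DMSO negative control for no effect and LPI positive control for full effect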
# P. falciparum M1AAP – P. falciparum M1AAP inhibitors, biochemical, fluorogenic H-Leu-NHMec substrate, 1536-well (AID 1445); recombinant M1AAP, H-Leu-NHMec fluorogenic kinetic assay; higher % means a stronger effect; inhibition, % at 30 µM; hits with a dose series show IC50 in µM; 220,000 tested, 0.42% active;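 active = primary inhibition above the hit cutoff, then over 50% inhibition at one or more dose response concentrations, cut at about 23% in these data, passing the limit was not always enough; inconclusive = conflicting primary data, or primary hits not chosen for dose response; inactive = low primary inhibition, or under 50% at every dose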;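 note: plate controls were DMSO full reaction for no effect and no enzyme background for full effect; strong numbers were not always called active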
# HEK293 NOD2/NF-kB – inhibition of NOD2-driven NF-kB reporter – cell-based, luminescence, uHTS, HEK293 (AID 1566) | HEK293 NOD2/NF-kB luciferase reporter, luminescence; higher % means a stronger effect | one-dose inhibition, % at 4 µM; EC50 in µM for titrated hits | 290,000 tested, 0.63% active; note: many of its hits are not listed in these tables
# NOD1 NF-kB reporter – NOD1 signaling inhibitors, primary screen, cell-based, luminescence, uHTS (AID 1578); NOD1-driven NF-kB luciferase reporter cells, luminescence; higher % means a stronger effect; one-dose inhibition, % at 4 µM; EC50 in µM for titrated hits; 290,000 tested, 1% active; in the data active = inhibition mostly above about 36%, no sharp cut-off; inactive = mostly below about 34%;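 note: HEK-293T reporter cells stimulated with the NOD1 agonist gamma-tri-DAP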
# Dynein transport cytoplasmic EGFP – recorded beside Dynein transport, whose call it bears; z-score; measured here: cytoplasmic GR-EGFP intensity; active compounds read high
# Dynein transport nuclear GR-EGFP – recorded beside Dynein transport, whose call it bears; z-score; measured here: nuclear GR-EGFP intensity;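 lower value marks the stronger effect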
# Dynein transport cell count – also measured in Dynein transport; calls as there; z-score; measured here: cell count per field
# The depositor's hits bear a star; u = inconclusive; x = not tested or not shown; [ ] = another dose, or the depositor's remark. Cut-off read from the data, not from the text of the source, unless noted: active = inhibition above about 50%; inactive = the rest.
no.	structure	Dynein transport nuclear GR-EGFP	Dynein transport cell count	Dynein transport	M17LAP inhibition	HEK293 NOD2/NF-kB	Dynein transport cytoplasmic EGFP	GPR55 beta-arrestin	NOD1 NF-kB reporter	KOR beta-arrestin-1	P. falciparum M1AAP	AID2073	KOR beta-arrestin-2
1	COCCn1c(SCc2ccccc2)nc2c1c(=O)[nH]c(=O)n2C	x	x	x	x	-3%	x	0.3%	-12%	-7%	x	u	0.4%
2	O=C(NC(c1ccccc1)c1ccccc1)c1ccc(CO)cc1	x	x	x	x	-6%	x	0.2%	-17%	-37%	x	3%	2.5%
3	Cc1ccc2c(c1)-c1c(cnn1CC(=O)N(Cc1ccco1)C1CCCCC1)CO2	-0.73	0.53	-1.5	-2%	4%	-0.24	0.5%	-27%	-19%	5%	-5%	-4.0%
4	COc1cc(/C=N/NC(=O)c2nnn(-c3nonc3N)c2C(C)C)ccc1OCc1ccccc1	x	x	x	x	32%	x	-0.1%	-8%	-12%	x	24%	9.1%
5	NNC(=O)c1ccccc1OCc1ccccc1	0.12	-0.015	0.3	7%	-2%	-0.28	0.3%	-7%	0%	0%	2%	-3.3%
6	O=C(CSc1nccn1-c1ccccc1)c1ccc(Cl)cc1	-0.66	0.73	-0.1	-2%	-28%	-0.23	0.0%	0%	-22%	1%	-25%	6.7%
7	CCCS(=O)(=O)N1CCC(C(=O)NCc2cccnc2)CC1	0.49	0.28	0.77	-12%	6%	0.085	-0.2%	8%	15%	10%	0%	-2.0%
8	COc1cccc(OC)c1OCCNCCO	0.62	-0.35	0.64	6%	0%	-0.19	-0.4%	x	13%	10%	-4%	1.9%
9	Cc1cc2nc(C)c(Cl)c(=O)n2[nH]1	0.32	-0.35	0.8	13%	11%	-0.37	1.5%	13%	-38%	-3%	0%	1.2%
10	Cc1cc(C(=O)COc2ccc3ccc(=O)oc3c2)c(C)n1C	0.24	0.46	-0.26	-10%	15%	-0.33	-0.4%	-32%	-20%	9%	10%	4.6%
11	CC(=O)Nc1ccc(OC(F)(F)C(F)F)c(NC(C)=O)c1	-0.38	-0.13	-1.3	2%	2%	0.31	-0.2%	-8%	-16%	7%	u	-0.2%
12	COC(=O)[C@@H]1Cc2c([nH]c3ccccc23)C2CCC(=O)N21 (stereo partly drawn)	x	x	x	x	9%	x	-0.1%	8%	2%	x	2%	-5.8%
13	NC(=O)CC(NC(=O)Cc1cccc2ccccc12)c1ccc(N2CCC(Cc3ccccc3)CC2)c([N+](=O)[O-])c1 (stereo not drawn)	x	x	x	x	-14%	x	-0.3%	0%	-23%[20 µM]	x	-5%	2.0%
14	C/C(=N/NC(=O)c1cccc(C)c1)c1c(O)cc(C)oc1=O	0.25	-1	0.23	7%	3%	-0.25	0.2%	-33%	14%	8%	15%	-6.0%
15	COc1ccccc1N1CCN(c2nc(-c3ccccc3)cc(C(F)(F)F)n2)CC1	0.19	-0.26	0.95	-13%	20%	-0.36	0.3%	-2%	3%	-5%	2%	-1.1%
16	CCn1c(=O)cc(SCC(=O)NCc2ccccn2)c2ccccc21	0.72	-0.7	1.1	23%	3%	-0.22	-0.1%	0%	3%	-1%	7%	-2.7%
17	Cc1ccc(S(=O)(=O)N2CCN(c3nc4ccccc4nc3-n3nc(C)cc3C)CC2)cc1	0.2	-0.93	1.8	0%	-9%	0.039	0.0%	-22%	7%	13%	7%	2.3%
18	Cc1onc(-c2ccccc2)c1C(=O)N1CCN(c2ncccn2)CC1	1.6	-1.6	2.2	-10%	-6%	-0.036	-0.1%	20%	-7%[20 µM]	-3%	0%	x
19	O=[N+]([O-])c1ccc(N2CCOCC2)cc1NCc1ccccc1	0.26	0.61	-0.36	12%	7%	7.5e-05	-0.1%	44%	8%	4%	3%	-1.6%
20	O=C1OC2CCC1(c1ccccc1)C2 (stereo not drawn)	0.2	0.37	0.65	6%	-2%	-0.19	0.3%	-23%	3%	6%	10%	-3.6%
21	CC(C)CSc1nnc2c3ccccc3n(C)c2n1	x	x	x	x	-38%	x	0.5%	-55%	-8%[20 µM]	x	2%	-4.1%
22	CSc1ccc(CN(C)CC(=O)NCCc2ccccc2)cc1	x	x	x	x	-3%	x	-0.2%	-12%	-29%	x	u	1.6%
23	O=C(NC(=S)NC1CC1)c1cccnc1	-0.85	0.66	-0.23	7%	-5%	-0.25	0.0%	3%	3%	4%	-19%	0.1%
24	CN(Cc1ccccc1)C(=O)CCC1CCN(S(C)(=O)=O)CC1	x	x	x	x	-2%	x	-0.1%	-26%	-4%	x	2%	1.3%
25	CCOC(=O)C1CCN(S(=O)(=O)c2ccc3[nH]c(=O)c(=O)[nH]c3c2)CC1	0.26	-1.1	0.85	17%	4%	-0.31	0.1%	-28%	-13%	6%	-2%	1.5%
26	CC(C)(C)c1ccc(OC(=O)Cn2c(C(F)(F)F)nc3ccccc32)cc1	0.76	-0.098	0.029	-3%	2%	-0.0089	-0.2%	x	10%	11%	-5%	-0.8%
27	Nc1nn(-c2ccccc2)c(N)c1N=Nc1ccccc1F	0.22	-0.31	0.41	15%	-164%	-0.24	0.4%	-36%	4%	6%	-12%	7.4%
28	Cn1c(=O)c2c(nc(NC3CCCCC3)n2Cc2ccccc2)n(C)c1=O	-0.13	0.6	-0.43	-11%	24%	-0.087	0.4%	-1%	23%	0%	12%	6.2%
29	CCCn1c(SCC(=O)NCc2ccc(F)cc2)n[nH]c1=O	0.59	-0.54	1.2	-2%	10%	-0.28	0.2%	-10%	26%	3%	-3%	-5.0%
30	CCCCN(CC)CCCNC(=S)Nc1ccc2nc(N3CCN(CC)CC3)cc(C)c2c1	0.43	-1.3	0.39	-2%	14%	-0.035	-0.3%	-4%	2%	4%	-18%	5.2%
31	CCS(=O)(=O)N1CCN(C2CCC(C)CC2)CC1 (stereo not drawn)	0.077	0.22	0.2	6%	-7%	-0.22	0.0%	-10%	15%	-2%	4%	-3.0%
32	O=C(c1cc(-c2ccncc2)nc2ccccc12)N1CCN(c2ccccc2O)CC1	x	x	x	x	-9%	x	-0.1%	-32%	-19%	x	43%	4.7%
33	CCc1cccc(OCC(=O)Nc2c[nH]c(=O)[nH]c2=O)c1	-0.07	0.45	0.037	10%	-6%	-0.37	-0.1%	-18%	-30%	-5%	23%	5.4%
34	O=S(=O)(CC12C3C4C5C1C2C(Br)(C43)C51OCCO1)c1ccccc1 (stereo not drawn)	-0.27	0.21	-0.33	-12%	13%	-0.31	0.4%	-3%	-11%	-2%	5%	8.1%
35	CCCN1C(=O)C(O)(C2COC(C)(C)CC2=O)c2ccccc21 (stereo not drawn)	0.53	0.028	0.45	x	18%	-0.35	-0.1%	-15%	-26%[20 µM]	x	3%	x
36	Cc1ccccc1C(=O)Nc1nnc(-c2ccco2)s1	-0.12	-0.35	0.86	7%	-76%	-0.26	-0.2%	-12%	-18%	6%	24%	6.3%
37	Cc1cc(Br)ccc1N=C1NC(=O)CS1	x	x	x	x	-16%	x	-0.2%	-4%	0%	x	1%	-4.1%
38	C/C(=N\OC(=O)c1ccc(Br)cc1)c1ccccn1	0.9	-1.7	2.5	0%	3%	-0.24	0.2%	-13%	-11%	2%	5%	0.9%
39	CCOC(=O)Cn1c(=O)oc2cc(S(=O)(=O)Nc3cc(Cl)ccc3OC)ccc21	-0.15	0.39	-0.34	-5%	8%	-0.034	-0.1%	3%	-33%	-2%	-4%	-1.1%
40	COc1ccccc1N1CCN(C(=O)c2c(-c3c(F)cccc3Cl)noc2C)CC1	x	x	x	x	3%	x	0.0%	-18%	-26%	x	-2%	4.2%
41	CCn1c(=O)c(C(=O)NCCCO)c(O)c2ccccc21	0.45	0.14	0.23	15%	2%	-0.48	-0.2%	-27%	9%	5%	13%	4.8%
42	O=C(/C=C/c1cccs1)N1CCCCC1	0.4	-0.029	0.11	4%	-25%	0.31	-0.1%	-36%	-3%[20 µM]	7%	2%	0.4%
43	COc1ccc(NC(=O)c2cc(S(=O)(=O)N3CCCC3)c[nH]2)cc1	x	x	x	x	4%	x	0.3%	-33%	-7%[20 µM]	x	13%	-7.3%
44	O=c1c(Cc2c(F)cccc2Cl)c(O)ccn1Cc1ccc(F)cc1	0.46	1.1	-0.55	7%	15%	-0.31	0.1%	-42%	0%	3%	3%	-16%
45	CCS(=O)(=O)N1CCC(C(=O)N2CCN(c3ccccc3)CC2)CC1	1.4	-0.21	1.8	-1%	12%	-0.16	0.0%	x	32%	1%	-14%	1.3%
46	COc1cccc(/C=N/NC(=O)CNC(=O)c2cccnc2)c1O	x	x	x	x	22%	x	-0.1%	8%	27%	x	13%	-3.1%
47	Cc1cc(OCC(=O)Nc2ccc(S(=O)(=O)N3CCN(C)CC3)cc2)ccc1Cl	0.28	0.21	-0.13	12%	9%	-0.24	1.0%	-2%	-13%	0%	2%	2.9%
48	Cc1nc(CSc2n[nH]c(=O)n2-c2ccccc2)cs1	-0.65	1.1	-1.3	-4%	6%	-0.27	0.7%	-12%	7%	2%	-10%	-0.9%
49	Cc1[nH][nH]c(=O)c1N=Nc1ccc(F)cc1	x	x	x	x	-6%	x	0.0%	3%	25%	x	-2%	-1.7%
50	CCC1CN(C(=O)Nc2cccc(C)c2)c2cc(C)ccc2O1 (stereo not drawn)	-0.52	0.16	-0.91	-1%	7%	-0.19	-0.1%	-16%	-20%[20 µM]	-5%	-2%	x
51	O=C(Nc1cccc(NC(=O)c2ccc(Br)o2)c1)c1ccccc1	x	x	x	x	-5%	x	-0.1%	-8%	-26%	x	5%	1.9%
52	COc1ccc(CCNC(=O)c2c([S-])n(-c3ccc(C)cc3)c3cccc[n+]23)cc1	-0.63	0.16	-0.61	2%	-2%	-0.72	-0.1%	-2%	24%	2%	-10%	3.6%
53	COc1ccccc1NC(=O)c1c(N=Cc2c(O)ccc3ccccc23)cnn1C	0.8	-2.1	2.1	27%	-32%	-0.13	0.0%	-12%	-68%	6%	5%	5.6%

# Source: PubChem BioAssay (several laboratories)

# This is a subset; the hit share may differ from the screen's.
